Screening data deposited in PubChem BioAssay by Sanford-Burnham Center for Chemical Genomics.
mouse EphA4 binding – inhibitors of EphA4 binding to KYL peptide, primary screen, biochemical, colorimetric, mouse EphA4 (AID 689); Ephrin type-A receptor 4 (Mus musculus); one-dose inhibition, % at 10 µM; IC50 in µM for titrated hits; EphA4-AP binding to KYL peptide, pNPP A405; higher % means a stronger effect; hit rate 0.1% among 62,000; in the data active = a potency from the dose series; inactive = the rest, 99 in 100 with inhibition below about 22%
Active calls of the source: *; & = joins results of further samples. The list is partial; rates above refer to the full screens.

SMILES | mouse EphA4 binding
COc1ccc(-c2cc(C(=O)O)c3c(C)nn(-c4ccccn4)c3n2)cc1 | -7%
COc1ccc(-c2cc3ccccc3n2CC(O)CNCCO)cc1 (stereo not drawn) | -6%
O=C(Nc1ccccc1)C12CC3CC(CC(C3)C1)C2 | -2%
CC1CCCCC1NC(=O)CSc1nncs1 (stereo not drawn) | -21%
Cn1c(SCC(=O)Nc2ccc3c(c2)OCCO3)nnc1-c1ccco1 | 3%
Cc1ccc(Cc2cnc(NC(=O)c3ccccc3[N+](=O)[O-])s2)cc1 | -21%
Cc1c(C(=O)O)nnn1-c1ccccc1 | -6%
COc1ccc(C(CC(=O)O)NC(=O)c2ccco2)cc1OC (stereo not drawn) | -10%
O=C(CN1CCCCC1)Nc1ccc(NC(=O)c2ccc(Cl)cc2)cc1Cl | -26%
O=C(CN1CCN(S(=O)(=O)c2ccc(F)cc2)CC1)Nc1ccc2c(c1)OCO2 | 5%
Cc1ccccc1N1CCN(C(=O)c2ccccc2NC(=O)C2CC=CCC2C(=O)O)CC1 (stereo not drawn) | -12%
O=C(Nc1cccc(Cl)c1)Nc1nnc(/C=C/c2ccccc2Cl)s1 | -1%
CC(NC(=O)c1ccc(Br)cc1)c1ccccc1 (stereo not drawn) | 4%
CCc1cc2c(s1)SC(c1ccc([N+](=O)[O-])cc1)NC2=O (stereo not drawn) | -8%
COc1ccc(-c2cc3nc(C)c(CCC(=O)NC(C)CCc4ccco4)c(C)n3n2)c(OC)c1 (stereo not drawn) | 0%
CN(C)CCn1c(C(=O)Nc2ccccc2)cc2ccccc21 | -1%
COCCN1CSC(=S)N(Cc2ccco2)C1 | -24%
Cc1ccc(COc2ccc3oc(C)c(C(=O)O)c3c2)cc1 | -6%
CCc1ccccc1NC(=O)NC1CCCCC1 | 2%
O=c1c2[nH]c3ccc(Cl)cc3c2ncn1CCN1CCCCC1 | -9%
O=C(NNC(=O)c1cccs1)Nc1cccc(Cl)c1 | -1%
CC(Oc1ccccc1)C(=O)NCc1cccnc1 (stereo not drawn) | -3%
CC1CN(C(c2ccco2)c2sc3ncnn3c2O)CC(C)O1 (stereo not drawn) | -9%
CCc1ccc(NC(=O)c2ccc(Cl)cc2)cc1 | -2%
CC1CN(CCc2ccccc2)c2nc3c(c(=O)[nH]c(=O)n3C)n2C1 (stereo not drawn) | 1%
Cc1oc(-c2cccc(Cl)c2)nc1CN1CCC(C(=O)NCc2ccco2)CC1 | 2%
CC(=O)Nc1ccc(S(=O)(=O)N(Cc2ccccc2)C(C)C)cc1 | -5%
COC(=O)c1ccc(NC(=S)NC2CCCCC2)cc1 | -10%
Cn1c(=O)c2c(ncn2CC(=O)N2CCc3ccccc3C2)n(C)c1=O | -2%
Cc1[nH]c2ccccc2c1/C=C/c1cc[n+](C)cc1 | -13%

Exported in CSV form: four of the compounds above
mol,mouse EphA4 binding
CC1CCCCC1NC(=O)CSc1nncs1 (stereo not drawn),-21%
Cn1c(SCC(=O)Nc2ccc3c(c2)OCCO3)nnc1-c1ccco1,3%
Cc1ccc(Cc2cnc(NC(=O)c3ccccc3[N+](=O)[O-])s2)cc1,-21%
Cc1c(C(=O)O)nnn1-c1ccccc1,-6%

(cont.)
SMILES | mouse EphA4 binding
O=C1CCCc2sc3c(c2N1)CCCCC3 | 3%
CC(=O)N1CCN(c2ccc(NC(=O)c3cc(I)ccc3Cl)cc2)CC1 | 6%
Cc1ccc2c(CSc3nc4ccccc4c(=O)n3CCCO)cc(=O)oc2c1C | 7%
O=C(Nc1ccccc1)/C(=C\c1cccs1)NC(=O)c1ccccc1 | -6%
Nc1nonc1C(=O)NCCNCc1ccccc1OCc1ccc(F)cc1 | -13%
CC1CC(C)CN(c2ccc(-n3cnnn3)cc2[N+](=O)[O-])C1 (stereo not drawn) | -7%
CCOC(=O)N1CCN(/C=C(\C#N)c2nc3ccccc3s2)CC1 | 12%
Cc1ccc(S(=O)(=O)N2CCOCC2)cc1C(=O)NC1CCCCC1 | -13%
CCOc1ccc(C2/C(=C(/O)c3ccc(OC)cc3)C(=O)C(=O)N2c2cc(C)on2)cc1OC (stereo not drawn) | 1%
CCOP(=O)(OCC)C(C)(C)NC(=O)c1cc([N+](=O)[O-])cc([N+](=O)[O-])c1 | -10%
N#Cc1nc(-c2ccco2)oc1N1CCC(Cc2ccccc2)CC1 | 6%
Cn1c(SCC(=O)NC(=O)NCc2ccco2)nnc1-c1ccccc1 | -13%
COC(=O)c1sc(NC(=O)CSc2nc3cccnc3n2C2CCCCC2)nc1C | 9%
Cn1c(=O)c2c(O)cc(=O)n(-c3ccccc3)c2n(C)c1=O | -7%
Cc1ccc2c(CN3CCN(S(=O)(=O)c4ccc5c(c4)OCCO5)CC3)cc(=O)oc2c1C | -18%
O=C(CCCc1ccccc1)NCc1cccnc1 | -10%
COc1ccc(C(c2nnnn2CC2CCCO2)N2CCN(c3ccccc3)CC2)cc1 (stereo not drawn) | 3%
Cn1c2c(c3cc([N+](=O)[O-])ccc31)CCCC2=O | -9%
O=C(Cc1coc2ccc3ccccc3c12)N1CCN(c2ncccn2)CC1 | 1%
Cc1cc(C)c(NC(=O)c2ccc3c(c2)C(=O)N(c2ccc(Sc4ccc([N+](=O)[O-])cc4)cc2)C3=O)c(C)c1 | 18%
CSc1nc2ccccc2cc1/C=C(\C#N)c1ccccc1 | 7%
C=CCOc1c(CNc2cccc(C(=O)O)c2)cccc1OCC | -7%
O=C1CC(N2CCC(Cc3ccccc3)CC2)C(=O)N1CCc1ccccc1 (stereo not drawn) | -5%&-9%
O=C(c1cccc(F)c1)N1CCC(O)(c2cccnc2)CC1 | -15%
CCc1cccc(NS(=O)(=O)c2ccc3c(c2)oc(=O)n3C)c1 | -6%
CC(C)CNC(=O)c1c2c(nc3ccccc13)-c1ccccc1CC2 | -11%
CCCC(=O)Nc1nnc(-c2cccc(OCC)c2)s1 | -6%
COC1(OC)N=C(N)C2(C#N)C(c3ccc4c(c3)OCO4)C12C#N (stereo not drawn) | -6%
CCCCOc1ccc(NC(=O)c2cnc(C)cn2)cc1 | -9%
CCN1C(=O)c2cccc3c(NC(=O)C4CCCCC4)ccc1c23 | -2%
COC(=O)C1=C(C)N(c2ccccc2F)C(=O)/C1=C\c1ccccc1F | -3%
O=C(c1ccco1)N1CCN=C1SCc1cccc(F)c1 | 2%
COC(=O)c1cc(-c2cccc(OC)c2)n[nH]1 | -8%
Cc1cc(C(=O)N=Nc2c(O)n(C(C)C)c3ccccc23)n[nH]1 | -4%
CCOc1ccc(C(=O)N2CCCc3ccccc32)cc1OCC | -2%
O=C(NCCc1ccccc1)c1cc(-c2ccc3c(c2)OCO3)on1 | -3%
Cc1cc(C)cc(N=C(NO)c2cccc([N+](=O)[O-])c2)c1 | -6%
CCOc1ccc2c(c1)nc(SCC(=O)c1ccc(Br)s1)n2C | -8%
Cn1c(CSc2ncccn2)nnc1SCC(=O)N1CCCc2ccccc21 | -6%
O=C(CN(c1cccc(Cl)c1)S(=O)(=O)c1ccccc1)Nc1ccccc1Cl | -12%
Cc1ccc2ncnc(Nc3ccc(C)c(C)c3)c2c1 | -4%
CC1=C(C(=O)N2CCCCCC2)C2(CCC(C)CC2)OC1=O (stereo not drawn) | -6%
Cc1ccc(NC(=O)C(=O)NCCN2CCOCC2)cc1 | -2%
CC1CCc2nc3ccc(S(=O)(=O)N4CCC(C(=O)NC5CCCC5)CC4)cc3c(C(=O)O)c2C1 (stereo not drawn) | -2%
Cn1ncc(Cl)c1C(=O)NC(=S)Nc1sc2c(c1C#N)CCCCC2 | -8%
C=CCc1cc(C)ccc1OCCn1ccnc1 | -1%
CC(C)OCCCNC(=O)c1sc(=S)n(C)c1N | -12%
COc1ccc2c(CC(=O)OCC(=O)NC(=O)c3cccn3C)coc2c1 | -13%
O=S(=O)(c1ccc(F)cc1)N1CCC(O)(c2ccc3c(c2)OCO3)CC1 | -5%
Cc1ccc(C(=O)NCCCN2CCOCC2)cc1N1CCCC1=O | -14%
CCN(CC)C(=O)N1CCC(NC(=O)c2ccccc2)CC1 | -17%
Cc1cc(C)cc(N(CC(=O)NCc2ccco2)S(=O)(=O)c2c(C)noc2C)c1 | -9%
CCOc1ccccc1NC(=O)CN(c1cccc([N+](=O)[O-])c1)S(=O)(=O)c1ccccc1 | -9%
CCn1c(=S)sc2c(=O)n(-c3ccccc3)c(SCC(=O)NCc3ccco3)nc21 | -15%
COC(=O)c1ccc(-c2nc(-c3cccs3)no2)cc1 | -9%
CCOc1ccc(-c2nnc3ccc(SC)nn23)cc1 | 12%
O=C(NCc1ccco1)c1sc(=S)n2c1[nH]c(=O)c1ccccc12 | 2%
COC(CNC(=O)c1cccc2c1C(=O)N(Cc1cccnc1)C2)OC | -15%
COc1ccc(N(CC(=O)N2CCCCCC2)S(=O)(=O)c2c(C)[nH]c(=O)[nH]c2=O)cc1 | 2%
CN1CCN(S(=O)(=O)c2ccc(NC(=O)c3cccc(S(=O)(=O)N4CCCC4)c3)cc2)CC1 | -8%

4 compounds drawn at random from the list so far, as already listed:
SMILES | mouse EphA4 binding
CC(=O)Nc1ccc(S(=O)(=O)N(Cc2ccccc2)C(C)C)cc1 | -5%
Cn1c(CSc2ncccn2)nnc1SCC(=O)N1CCCc2ccccc21 | -6%
CC(C)CNC(=O)c1c2c(nc3ccccc13)-c1ccccc1CC2 | -11%
CC1CC(C)CN(c2ccc(-n3cnnn3)cc2[N+](=O)[O-])C1 (stereo not drawn) | -7%

Remaining list, next part:
SMILES | mouse EphA4 binding
Cc1ccc(C(=O)Nc2ccc(NC(=O)c3cccc(C)c3)cc2)cc1 | 1%
CCN(CC)C(=O)CSc1nnc(CCCCCNC(=O)OC(C)(C)C)o1 | -5%
Cc1cc(N)n2ncc(-c3cccc(Br)c3)c2n1 | -11%
COc1ccc(-n2c(SC3CCOC3=O)nc3ccccc32)cc1 (stereo not drawn) | -2%
O=C(Nc1cccn2ncnc12)c1ccc(Cl)cc1Cl | -6%
CCC(c1nnnn1CCOC)N1CCN(C(=O)c2ccco2)CC1 (stereo not drawn) | -10%
COc1ccc(CCNC(=O)CN(C)S(=O)(=O)c2cccc3nsnc23)cc1OC | 2%
CCC(=O)Nc1sc2c(c1C#N)CC(C)(C)NC2(C)C | -1%
C=CCn1c(C#N)c(N)sc1=N | 1%
Cc1nc(NS(=O)(=O)c2cccs2)c2c3c(sc2n1)CCC3 | -12%
Cc1ccc(CSc2nnnn2C)cc1 | -1%
Cc1cc(C)n(S(=O)(=O)c2ccc3c(c2)C(=O)c2cc(S(=O)(=O)n4nc(C)cc4C)ccc2-3)n1 | 2%
COc1ccc(OC)c(NC(=O)C2CC(C)=C(C)CC2C(=O)O)c1 (stereo not drawn) | -7%&2%
COc1ccc(C2CC(C(F)(F)F)n3nc(C(=O)N4CCN(c5ccc(F)cc5)CC4)c(Cl)c3N2)cc1OC (stereo not drawn) | 2%
O=C(N/N=C/c1ccc(Cl)cc1Cl)c1cccc(F)c1 | -7%
CC(=O)Nc1cc(-c2ccc(C)cc2)[nH]n1 | 2%
Cc1c(NC(=O)c2ccc3c(c2)OCO3)cccc1-c1nc2ccccc2o1 | -12%
COc1cc(-n2c(C)nc3cc(C(=O)N4CCOCC4)ccc32)cc(OC)c1OC | -14%
CCCNC(=O)CS(=O)Cc1nc(-c2cccc(OC)c2)oc1C (stereo not drawn) | -3%
CCOc1ccc(C2C(=O)N(C3CCCCC3)CC(=O)N2CC2CCCO2)cc1OC (stereo not drawn) | 1%
NC(=O)CN1CCOCCN(CC(N)=O)CCOCC1 | -10%
NS(=O)(=O)c1ccc(NC(=O)CSc2ccccn2)cc1 | 10%
Cc1cc(C)c(S(=O)(=O)n2ccc3ccccc32)c(C)c1 | 7%
N#Cc1cccc(NC(=O)c2nc(-c3ccccc3)n(-c3ccccc3)n2)c1 | -5%
On1c(-c2ccco2)nc2c1CCc1nonc1-2 | -3%
CCCNC(=O)Nc1cc(C)on1 | 2%
COC(=O)c1ccc(N2CCOCC2)c(F)c1 | 4%
COc1cccc(OC)c1C(=O)Nc1ccc(N2CCN(S(C)(=O)=O)CC2)cc1 | 1%
CCCCOc1ccccc1P(=O)(O)CP(=O)(c1ccccc1)c1ccccc1 | -10%
Cc1nn(C)c(C)c1CN(C)C(=O)c1cnn2c1NC(c1ccccc1)CC2C(F)(F)F (stereo not drawn) | -6%

The closing 5 records of the section before come first, to join the parts.
SMILES | mouse EphA4 binding
CCCNC(=O)Nc1cc(C)on1 | 2%
COC(=O)c1ccc(N2CCOCC2)c(F)c1 | 4%
COc1cccc(OC)c1C(=O)Nc1ccc(N2CCN(S(C)(=O)=O)CC2)cc1 | 1%
CCCCOc1ccccc1P(=O)(O)CP(=O)(c1ccccc1)c1ccccc1 | -10%
Cc1nn(C)c(C)c1CN(C)C(=O)c1cnn2c1NC(c1ccccc1)CC2C(F)(F)F (stereo not drawn) | -6%
COc1ccc(/C=C/C(=O)c2ccc(Cl)cc2)c(OC)c1 | 2%
CCOc1ccc(N2C(=O)CC(Cc3cc(C)cc(C)c3)C2=O)cc1 (stereo not drawn) | 2%
CC(=O)Nc1cccc(NC(=O)C2CCCN2C(=O)Nc2cccc(F)c2)c1 (stereo not drawn) | 2%
O=C1C2C3C=CC(C3)C2C(=O)N1c1ccncc1 (stereo not drawn) | -8%
Cc1cccc(C(=O)N=c2c(C#N)cc3c(=O)n4cccc(C)c4nc3n2Cc2ccco2)c1 | 31%
COc1cc(C(=O)NCCC(=O)NCCN2CCOCC2)cc(OC)c1OC | -6%
CCOc1cccc(OCCCNCCCOC)c1 | 6%
COc1cc2c(C(=O)N3CCN(c4cccc(Cl)c4)CC3)cn(C)c(=O)c2cc1OC | -19%
Cc1nn(C)cc1CN(C)C(=O)c1cc2nc(-c3ccco3)cc(C(F)(F)F)n2n1 | 9%
COc1ccc(C(=O)NNC(=O)c2cnccn2)cc1[N+](=O)[O-] | -15%
CNC(=O)C(=O)Nc1ccc(C(C)C)cc1 | -2%
COc1cccc(CNc2ccc3c(c2)CCC3)c1 | 4%
[O-][N+]12CC[N+]([O-])(CC1)c1ccccc12 | -15%
